Giardia FBPA inh: Giardia lamblia aldolase inhibition; purified Giardia FBPA; Potency, µM (titrated, usually from 59.6 µM), for the others: at the top dose activity, negative = inhibition, usual class: inhibitors; 290,000 tested, 0.71% active; note: potency is the fitted concentration of half-maximal effect; % is set by controls: 0 for no effect and ±100 for the full control effect; nearly all actives have a fitted effect of over 55% in size
Target sequence (A8B2U2 whole entry, looked up): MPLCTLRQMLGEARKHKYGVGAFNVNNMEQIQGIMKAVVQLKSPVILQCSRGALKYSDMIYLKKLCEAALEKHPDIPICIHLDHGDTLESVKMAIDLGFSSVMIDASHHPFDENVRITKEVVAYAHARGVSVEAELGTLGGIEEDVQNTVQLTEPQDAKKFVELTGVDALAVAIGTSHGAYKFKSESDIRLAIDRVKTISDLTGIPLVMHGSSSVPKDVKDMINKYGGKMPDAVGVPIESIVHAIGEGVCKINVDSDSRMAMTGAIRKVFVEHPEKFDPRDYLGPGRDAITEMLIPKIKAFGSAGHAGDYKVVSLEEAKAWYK
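40 nM FBPA preincubated 10 min at RT with compound (up to 57.5 uM final), then substrate plus GAPDH/TPI/NAD/arsenate coupling and diaphorase/resazurin added. Fluorescence read after 20 min at RT, 525/598 nm.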
Shiga inhibitor: inhibitors of Shiga toxin in Vero cells | Vero cells, Shiga toxin protein synthesis inhibition reporter | inhibition, % at 38.7 µM | 290,000 tested, 9.2% active; in the data active = inhibition mostly above about 28%, no sharp cut-off; inactive = mostly below about 43%; note: 0% is about no effect
Cycloheximide cs: counter-screen for Shiga toxin inhibitors: cycloheximide protein synthesis inhibition; cell reporter, cycloheximide protein synthesis inhibition counterscreen; max response, %; 300,000 tested, 12% active; AID 2314; in the data active = max response mostly above about 13%, no sharp cut-off; inactive = mostly below about 14%; note: read at 38.3 µM for the half of the compounds with a filed dose; 0% is about no effect
Sm TGR block: blocks Schistosoma mansoni thioredoxin glutathione reductase | Potency, µM (series often up to 114 µM), inactives show at the top dose activity change, negative = inhibition, most hits filed as inhibitors | 360,000 tested, 3% active | purified TGR, DTNB reduction, TNB absorbance 405 nm; note: potency is the fitted concentration of half-maximal effect; % is set by controls: 0 for no effect and ±100 for the full control effect; nearly all actives have a fitted effect of over 60% in size
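TGR 20 nM + NADPH 100 uM (dispensed conc.), cpd preinc 15 min RT; start with NADPH (500 uM addition) then DTNB (15 mM addition). Kinetic TNB absorbance, 405 nm filter. Four-parameter Hill fit across titration.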
Pf growth 48h: P. falciparum growth inhibition at 48 hours (one generation); AID 504832; Potency, µM (series often up to 28.7 µM), for the others: at the highest dose activity change, negative = inhibition, usual class: inhibitors; P. falciparum luciferase growth in erythrocytes, 48 h; 310,000 tested, 5.9% active; note: potency is the fitted concentration of half-maximal effect; % is set by controls: 0 for no effect and ±100 for the full control effect
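Erythrocytes infected with P. falciparum carrying an integrated firefly luciferase reporter (2% hematocrit, 0.1% parasitemia final) were exposed to compounds in RPMI 1640 with 0.5% Albumax at 37 C, 5% CO2. Growth inhibition was scored as reduced luminescence.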
Pf growth 96h: inhibits malaria parasite growth, 96 h; 320,000 tested, 6.9% active; Potency, µM (series often up to 28.7 µM), for the others: at the top dose activity change, negative = inhibition, hits mostly inhibitors; P. falciparum luciferase reporter growth, 96 h; note: potency is the fitted concentration of half-maximal effect; % is set by controls: 0 for no effect and ±100 for the full control effect
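Infected RBCs, 2% Hct / 0.05% parasitemia final; luciferase-reporter P. falciparum; cpd 96 h, 37 C, 5% CO2; luciferase detection reagent; luminescence.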
* marks the source's active call; other numbers are inactive results; ? = inconclusive; . = not tested or not shown; & = joins results of further samples; [ ] = another dose, or the depositor's remark. Unless noted, calls come from the whole dose curve; as a rule, active = well fitted curve in the direction sought with a large enough effect; inconclusive = small, poorly fitted or top-dose-only effect, or another doubt; inactive = no such curve, though single readings can be large; an effect the other way counts as inactive or inconclusive.

SMILES	Giardia FBPA inh	Shiga inhibitor	Cycloheximide cs	Sm TGR block	Pf growth 48h	Pf growth 96h
COc1ccc(CCn2c(NN=C(C)C)nc3c2c(=O)[nH]c(=O)n3C)cc1	2.8µM*	-6	1	0%	?	26%
O=C(c1cc(-c2ccc(Cl)cc2Cl)on1)N1CCN(C(=O)c2ccco2)CC1	.	62	6	-1%	68%[activator]	-11%
O=S(=O)(Nc1ccc(Cl)cn1)c1cccc(S(=O)(=O)c2ccccc2)c1	?	4	13	.	-6%	-23%
COc1ccc(OC)c(S(=O)(=O)N2CCC(C(=O)N3CCc4ccccc4C3)CC2)c1	-10%	-3	-5	6%	-23%	8%
O=C(c1cc(=O)[nH]c2ccccc12)N1CCN(S(=O)(=O)c2ccc3ccccc3c2)CC1	8%	-5	-2	-8%	-23%	?
Cc1ccccc1NC(=O)CSc1ccc2nnc(-c3ccccn3)n2n1	.	16	-2	-10%	?	?
C=C[C@@H]1c2ccccc2N(S(=O)(=O)c2ccc(C)cc2)[C@H](c2ccc(OC(C)=O)cc2)C1(C#N)C#N	.	.	.	1%	3.7µM*	?
Cc1onc(C(=O)NN)c1-c1csc(COc2ccccc2)n1	1%	-6	1	-3%	?	23%
CCOC(=O)/C(C#N)=C/Nc1cc(OC)ccc1OC	-3%	6	-7	0%	34%[activator]	10%
O=C(N/C(=C\c1ccc(Br)cc1)C(=O)N1CCOCC1)c1ccc([N+](=O)[O-])cc1	3%	2	2	-2%	-20%	14%
O=C(Cc1ccsc1)Nc1ccccc1F	5%	40	8	4%	21%	47%[activator]
CCc1ccc(NC(=O)Nc2cccc(OC)c2)cc1	-4%	105*	26*	10%	104%[activator]	24%
Cc1ccc(S(=O)(=O)N2CCOCC2)cc1NC(=O)COc1cccc(Oc2ccccc2)c1	.	.	.	5%	?	?
COc1ccc(NC(=O)c2c(-c3c(Cl)cccc3Cl)noc2C)c(OC)c1	1%	-1	-7	-2%	1.7µM*	29%
CN1C(=O)N(C)C2C1NC(=O)N2C (configuration not stated)	-3%	-21	-3	0%	2%	?
O=S(=O)(/N=C(\c1ccccc1F)N1CCCCC1)c1ccccc1	6%	14	-4	-6%	-22%	-25%
COc1cccc(/C=N/NC(=O)c2cnn(-c3ccccc3)c2N)c1	-17%	72*	46*	-8%	75%[activator]	89%[activator]
COc1ccc(C2(CNC(=O)c3ccc(OC)c([N+](=O)[O-])c3)CCOCC2)cc1OC	-6%	-16	-3	0%	-8%	2.3µM*
Cc1cc(C(=O)N2CCN(Cc3ccccc3)CC2)ccc1[N+](=O)[O-]	-2%	.	-2	-6%	-28%	0%
CCCNC(=O)N1CCC(C(=O)c2ccc(Cl)cc2)CC1	5%	14	2	-1%	?	?
Cc1ccc(Cn2ncc3c(NCCCN4CCOCC4)ncnc32)cc1	2%	-1	7	-31%	?	.
CCCC(=O)N(C)c1nnc(-c2ccc(OC)cc2)s1	2%	46	13*	-1%	76%[activator]	10µM*
Cc1ccc(S(=O)(=O)Nc2cc(C(F)(F)F)ccc2N2CCOCC2)cc1	-7%	16	-6	-9%	?	13µM*
COc1ccc(NC(=O)CN2CCN(Cc3ccc4c(c3)OCO4)CC2)cc1OC	18µM*	21	-4	4%	10%	.
O=C(N/N=C/c1cccc(O)c1)c1ccc(NC(=O)C2CCCCC2)cc1	-3%	45	9	11%	?	?
O=C(Cc1ccccc1)N1CCN(Cc2cccc(Cl)c2)CC1	?	.	-2	0%	8%	-17%
Cc1cc(NC(=O)CSc2nnc3c4c(C)c(C)sc4ncn23)no1	9%	-6	-4	-29%	14%	?
C[C@]12CCC(=O)C=C1C=C[C@@H]1[C@@H]2CC[C@@]2(C)[C@H]1CC[C@@]2(O)CCC(=O)O	.	.	.	5%	-1%	6%
Cc1cccc(C)c1NC(=O)CN(C)C(=O)c1cccc(S(=O)(=O)N2CCN(c3ccccc3)CC2)c1	4%	1	-1	5%	-8%	?
CCCCCCc1nc(C(N)=O)c2[nH]c(=O)n(-c3ccccc3F)c2n1	-4%	-3	8	-14%	2%	-1%
COC(=O)C(CC(C)C)N1CCC(=O)c2ccccc2S1(=O)=O (configuration not stated)	5%&-14%	-7&-11	1&-4	?	-21%	?
CCN(CC)CCN1C(=O)c2cccc3cc(N)cc(c23)C1=O	-1%	22	1	-11%	?	?
Cc1cc(C(=O)Nc2nc3ccc(S(C)(=O)=O)cc3s2)c(C)o1	6%	30*	16*	-7%	126%[activator]	22%
O=C(Nc1cccc(Br)c1)c1c(O)c2c(n(Cc3ccccc3)c1=O)CCCC2	4%	4	0	-3%	?	?
CCN(Cc1ccccc1)C(c1ccncc1)c1nnnn1C(C)(C)C (configuration not stated)	-1%	-11	-3	1%	?	-2%
Cc1ccccc1C(=O)N1CCC(C(=O)NCCc2ccc(S(N)(=O)=O)cc2)CC1	-6%	4	-5	1%	-8%	-3%
COc1cc2c(cc1OC)CN(CC(=O)Nc1ccc(F)cc1)CC2	-15%	-7	-4	-28%	.	?
COc1ccc(NC(=O)c2ccc(CN3CCN(c4ccccc4)CC3)cc2)cc1OC	4%	1	5	8%	?	?
O=C(Cc1ccccc1)N/N=C/c1ccc(OC(=O)/C=C\c2ccco2)cc1	0%	49*	29*	35µM*	7%	-20%
Cc1ccc(NC(=O)CN2CCCCCC2)cc1Br	?	73	19*	13%	17%	?

Limited to Pf growth 96h and Pf growth 48h, for some of the entries so far:
SMILES | Pf growth 96h | Pf growth 48h
CCN(CC)CCN1C(=O)c2cccc3cc(N)cc(c23)C1=O | ? | ?
Cc1cc(C(=O)Nc2nc3ccc(S(C)(=O)=O)cc3s2)c(C)o1 | 22% | 126%[activator]

Additional compounds follow.
SMILES	Giardia FBPA inh	Shiga inhibitor	Cycloheximide cs	Sm TGR block	Pf growth 48h	Pf growth 96h
Cc1c(Cl)cccc1NC(=S)N1CCCCCC1	-17%	-2	0	-1%	0%	?
O=C(O)CCCCCn1c(SCc2cc(=O)n3ccccc3n2)nc2ccsc2c1=O	-2%	-5	-3	-7%	-13%	?
O=C(CNC(=O)c1cccs1)NCCN1CCN(Cc2ccccc2)CC1	3%	-4	-2	1%	10%	.
CCOC(=O)c1sc2nc(C)nc(SC(C)C(=O)N(C)c3ccccc3)c2c1C (configuration not stated)	.	.	.	4%	12µM*	9.3µM*
COc1cccc(C2=NOC(C(=O)Nc3ccc(OC)c(OC)c3)C2)c1 (configuration not stated)	-10%	7	17*	3%	0%	?
Cc1ccc(C(=O)C(C)OC(=O)Cc2c[nH]c3ccccc23)cc1 (configuration not stated)	.	.	.	8%	-5%	0%
COC(=O)c1ccc(CNC(=O)C2CCC(=O)N(Cc3cccc(F)c3)C2)cc1 (configuration not stated)	.	-3	1	0%	0%	26%
COc1cccc(N2C(=O)CN(Cc3ccccc3)C2=S)c1	-4%	24	-2	-29%	.	1.3µM*
CC(OC(=O)/C=C/c1ccccc1)C(=O)N1CCc2ccccc21 (configuration not stated)	.	.	.	-32%	-23%	39%[activator]
O=C(C(c1ccccc1)c1ccccc1)N1CCN(c2ccccn2)CC1	2%	32	11	1%	-30%	106%[activator]
COCCNC(=O)c1ccc(CSCc2cccc(Cl)c2)o1	17%	-11	1	-14%	?	?
CCCCn1c(N)c(N(CCOC)C(=O)CCC2CCCCC2)c(=O)[nH]c1=O	.	.	.	0%	-5%	-20%
Cc1cccc(OCC(=O)Nc2sc3c(c2C#N)CCC3)c1	1%	60*	21*	-10%	49%[activator]	75%[activator]
CC(C)(C)NC(=S)N/N=C/c1cccnc1	-26%	3	-1	0%	0%	0%
CCOCCCNCc1ccc(OC)c(OC)c1	?	-13	-4	3%	13%	?
CC(=O)c1ccc(N2CCC(C(=O)O)CC2)cc1	8%	10	-3	0%	-20%	-5%
O=C(NC12CC3CC(CC(C3)C1)C2)N1CCN(C2CCCCC2)CC1	5%	19	16	-3%	8%	77%[activator]
CCC(=O)N1CCN(c2ccc(NC(=O)COc3ccccc3Cl)cc2)CC1	4%	-21	-2	-7%	.	5.9µM*
Cc1cc(Cl)ccc1OC(C)C(=O)NCCc1ccc2c(c1)OCCO2 (configuration not stated)	-4%	1	3	14%	13%	36%[activator]
COc1ccc(CC(NC(C)=O)C(=O)NC2CCN(C(=O)c3ccncc3)CC2)cc1OC (configuration not stated)	.	2	-5	-9%	40%[activator]	-2%

Reformatted comma-delimited: entries from further up.
Compound,Giardia FBPA inh,Shiga inhibitor,Cycloheximide cs,Sm TGR block,Pf growth 48h,Pf growth 96h
COc1ccc(CCn2c(NN=C(C)C)nc3c2c(=O)[nH]c(=O)n3C)cc1,2.8µM*,-6,1,0%,?,26%
O=C(c1cc(-c2ccc(Cl)cc2Cl)on1)N1CCN(C(=O)c2ccco2)CC1,.,62,6,-1%,68%[activator],-11%
O=S(=O)(Nc1ccc(Cl)cn1)c1cccc(S(=O)(=O)c2ccccc2)c1,?,4,13,.,-6%,-23%
COc1ccc(OC)c(S(=O)(=O)N2CCC(C(=O)N3CCc4ccccc4C3)CC2)c1,-10%,-3,-5,6%,-23%,8%
O=C(c1cc(=O)[nH]c2ccccc12)N1CCN(S(=O)(=O)c2ccc3ccccc3c2)CC1,8%,-5,-2,-8%,-23%,?
Cc1ccccc1NC(=O)CSc1ccc2nnc(-c3ccccn3)n2n1,.,16,-2,-10%,?,?
C=C[C@@H]1c2ccccc2N(S(=O)(=O)c2ccc(C)cc2)[C@H](c2ccc(OC(C)=O)cc2)C1(C#N)C#N,.,.,.,1%,3.7µM*,?
Cc1onc(C(=O)NN)c1-c1csc(COc2ccccc2)n1,1%,-6,1,-3%,?,23%
CCOC(=O)/C(C#N)=C/Nc1cc(OC)ccc1OC,-3%,6,-7,0%,34%[activator],10%
O=C(N/C(=C\c1ccc(Br)cc1)C(=O)N1CCOCC1)c1ccc([N+](=O)[O-])cc1,3%,2,2,-2%,-20%,14%
O=C(Cc1ccsc1)Nc1ccccc1F,5%,40,8,4%,21%,47%[activator]
CCc1ccc(NC(=O)Nc2cccc(OC)c2)cc1,-4%,105*,26*,10%,104%[activator],24%
Cc1ccc(S(=O)(=O)N2CCOCC2)cc1NC(=O)COc1cccc(Oc2ccccc2)c1,.,.,.,5%,?,?
COc1ccc(NC(=O)c2c(-c3c(Cl)cccc3Cl)noc2C)c(OC)c1,1%,-1,-7,-2%,1.7µM*,29%

Next section
SMILES	Giardia FBPA inh	Shiga inhibitor	Cycloheximide cs	Sm TGR block	Pf growth 48h	Pf growth 96h
O=C(Cc1ccccc1)NCc1n[nH]c(=S)n1-c1ccc(Br)cc1	-6%	-12	1	15%	16%	3%
COc1ccc2nc(/C=N/NC(=O)CCNC(=O)OC(C)(C)C)ccc2c1	-15%	62*	35*	-3%	?	-4%
COCCN(C(=O)CCC(=O)Nc1ccccn1)C(C(=O)NC(C)C)c1ccc(Cl)cc1 (configuration not stated)	-1%	-10	-3	5%	18%	1%
COc1ccc(S(=O)(=O)N2CCCOC2CNC(=O)C(=O)NCc2cccnc2)cc1 (configuration not stated)	.	-18	-3	-8%	-5%	2%
C[n+]1ccc(/C=C/c2ccc(Br)cc2)cc1	1%	3	4	2%	0.33µM*	1.3µM*

High-throughput results: PubChem BioAssay, National Center for Advancing Translational Sciences (NCATS)
